# Compound activity deposited in PubChem BioAssay by several laboratories.
# HCV NS3 hel inh – inhibitors of Hepatitis C virus NS3 helicase; NS3 helicase DNA unwinding, Cy5 molecular beacon fluorescence; inhibition, % at 10.9 µM; 0.56% of 290,000 active; AID 1800;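 active = inhibition above the mean of all tested compounds plus 3 SD, set per campaign, cut at about 35% in these data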;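 note: 0% = DMSO wells and 100% = thioflavine S control wells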
#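 Compound dosing – single dose, 10.9 µM nominal final, DMSO 0.8% final · System – NS3 helicase fragment of HCV · Buffer or medium – MOPS pH 6.5, MgCl2, DTT, Tween20, BSA · Signal – Cy5 beacon fluorescence read at start and 1 h · Also added – annealed dual-labelled DNA beacon duplex, ATP-started · Schedule – 1 h at 25 °C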
# MEKK3 PB1 HTS – MEKK3-MEK5 PB1 interaction, increase or decrease; Q99759; bead-based flow cytometry, Alexa488-MEK5 binding to MEKK3; actives lie on both sides; 0 = blocked by unlabeled MEK5, 100 = vehicle; binding response (% of control), % at 10 µM; 1.4% of 290,000 active; AID 1529;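 active = binding response more than 3 SD above or below the average of its plate-row segment, actives on both sides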;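 note: Alexa488 bead fluorescence after subtracting the streptavidin-only scavenger bead signal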
# p-CIP stab down – lowers stability of the mouse p/CIP coactivator protein; Q05BA5; F442A p/CIP-EGFP cells, EGFP fluorescence, 16 h; decrease of EGFP signal, % at 10 µM; 0.01% of 290,000 active;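 active = EGFP signal decrease of at least 30% at 10 µM or well 3 SD below plate mean, unless failing retest; inactive = the rest, including hits failing retest or dose response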; note: some compounds called inactive have numbers as strong as hits; many of its hits are not listed in these tables
# FID counter – fluorescent intercalator displacement, NS3 helicase counter-screen. DNA fluorescent intercalator displacement, fluorescence. inhibition, % at 7.9 µM. 0.17% of 290,000 active. AID 1845; in the data active = inhibition above about 37%;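 note: 0% = vehicle and 100% = reference compound; higher means more ethidium bromide displaced from hairpin DNA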
# VIM-2 inh – blocks Pseudomonas aeruginosa VIM-2 metallo-beta-lactamase. inhibition, % at 5.6 µM. AID 1527. 0.89% of 290,000 active. purified VIM-2, nitrocefin hydrolysis, epi-absorbance fluorescence;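 active = inhibition above the mean of all tested compounds plus 3 SD, cutoff set per screening run, cut at about 7.5% in these data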;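 note: red hydrolysis product quenches plate fluorescence so inhibitors raise well fluorescence; 0% = enzyme with DMSO and 100% = DMSO without enzyme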
# UBC9 SUMO inh – SUMOylation inhibition; inhibition, % at 35 µM; AID 2006; HTRF SUMOylation assay, SAE1/SAE2 + UBC9, in vitro; 0.36% of 290,000 active; P63279; in the data active = inhibition above about 50%, passing the limit was not always enough; note: strong numbers were not always called active
# IMP-1 inhibitor – blocks Pseudomonas aeruginosa IMP-1 metallo-beta-lactamase | purified IMP-1, nitrocefin hydrolysis, epi-absorbance fluorescence | inhibition, % at 5.6 µM | 0.45% of 290,000 active;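 active = inhibition above the mean plus 3 SD of all compounds in the same screening run, cut at about 4.5% in these data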;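 note: 0% = IMP-1 with DMSO and 100% = DMSO wells lacking enzyme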
#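 System: Purified IMP-1 | Read-out basis: Percent enzyme inhibition | Controls: IMP-1 with DMSO as 0%, enzyme-free DMSO as 100% | Replicates: One well per compound | Doses: 5.6 µM nominal single concentration | Detection: Epi-absorbance fluorescence, 480 nm excitation, 530 nm emission | Incubation: 25 °C, 15 min preincubation, 25 min reaction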
# PHOSPHO1 inh – inhibitors of human PHOSPHO1 phosphatase; Q8TCT1; inhibition, % at 13.3 µM; 1.1% of 290,000 active; AID 1565; recombinant PHOSPHO1, absorbance phosphatase assay; in the data active = inhibition above about 60%
# IDE act – IDE (human) activation, cell-based; P14735; HEK cells, FAbeta-B cleavage, fluorescence polarization; 0% vehicle, 100% cell-free pure enzyme wells; activation, % at 5.96 µM; 0.073% of 340,000 active; AID 493087;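 active = activation above the mean of all tested compounds plus 3 SD, set per screening campaign, cut at about 17% in these data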
# Target sequence (P14735 whole entry, looked up): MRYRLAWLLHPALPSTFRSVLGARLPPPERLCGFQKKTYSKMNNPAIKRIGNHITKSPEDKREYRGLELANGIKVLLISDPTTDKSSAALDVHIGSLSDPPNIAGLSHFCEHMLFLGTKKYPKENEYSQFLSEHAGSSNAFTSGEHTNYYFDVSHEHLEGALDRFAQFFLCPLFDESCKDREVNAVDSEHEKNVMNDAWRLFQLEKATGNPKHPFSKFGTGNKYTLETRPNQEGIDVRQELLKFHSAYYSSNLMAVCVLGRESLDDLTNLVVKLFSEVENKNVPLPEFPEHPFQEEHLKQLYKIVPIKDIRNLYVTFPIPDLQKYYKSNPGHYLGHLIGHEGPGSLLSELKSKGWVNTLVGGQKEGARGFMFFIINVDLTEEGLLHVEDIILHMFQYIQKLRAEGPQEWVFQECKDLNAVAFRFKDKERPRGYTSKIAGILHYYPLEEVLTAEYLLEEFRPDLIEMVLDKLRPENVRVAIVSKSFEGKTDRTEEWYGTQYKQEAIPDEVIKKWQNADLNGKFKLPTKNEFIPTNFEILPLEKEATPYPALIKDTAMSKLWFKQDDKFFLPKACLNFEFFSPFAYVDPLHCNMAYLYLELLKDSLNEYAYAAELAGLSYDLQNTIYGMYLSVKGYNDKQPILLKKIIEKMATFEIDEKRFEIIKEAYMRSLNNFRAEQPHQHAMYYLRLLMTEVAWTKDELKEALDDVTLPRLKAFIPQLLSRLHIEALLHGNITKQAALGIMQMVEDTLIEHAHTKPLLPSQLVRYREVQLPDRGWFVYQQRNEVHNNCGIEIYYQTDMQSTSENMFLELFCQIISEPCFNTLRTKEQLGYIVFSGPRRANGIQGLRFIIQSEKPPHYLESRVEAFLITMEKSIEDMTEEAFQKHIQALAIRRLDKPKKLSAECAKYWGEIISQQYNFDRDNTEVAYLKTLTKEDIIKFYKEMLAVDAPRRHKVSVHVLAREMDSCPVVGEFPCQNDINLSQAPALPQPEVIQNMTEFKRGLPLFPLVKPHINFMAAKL
# The depositor's hits bear a star; x = not tested or not shown. This is a subset; the hit share may differ from the screen's.
no.	mol	PHOSPHO1 inh	VIM-2 inh	UBC9 SUMO inh	IDE act	IMP-1 inhibitor
1	CCCCN(C(=O)CSc1nncn1-c1ccccc1)c1c(N)n(Cc2ccccc2)c(=O)[nH]c1=O	-4	1.3	-5	-2	-0.5
2	COC(=O)c1cc(S(=O)(=O)NCC2CCN(Cc3cccc(Cl)c3)CC2)c[nH]1	2	-0.3	1	6	-3.5
3	O=C(Nc1nnc(C2CC2)s1)c1cccnc1Oc1ccc(Cl)cc1	12	-2.7	0	6	-2.5
4	CN(C)/C=C/C(=O)c1ccc(OCCN(C)c2ccccn2)cc1	33	1.4	20	0	-2.6
5	O=C(COc1ccc(-c2ccccc2)cc1)N/N=C/c1ccccc1Br	24	-6.3	-19	-7	-1.5
6	Cc1ccc(C)c(S(=O)(=O)NCc2ccc(C(=O)N3CCC(Cc4ccccc4)CC3)cc2)c1	24	-2.5	6	11	-1.9
7	CC(=O)Nc1ccc(S(=O)(=O)N(C)Cc2ccccc2)cc1	14	-1.2	-12	-3	-2.5
8	COc1ccc(OC)c(C2(O)CSC(=Nc3cccnc3)N2Cc2ccco2)c1 (stereo not given)	39	-2.0	2	-5	-1.1
9	C/C(CC(=O)Nc1cc(C)ccn1)=N\NC(=O)c1cccc(C)c1O	36	-1.4	0	4	-1.6
10	Cc1cc(-c2ccccc2)nc(N(C)N)c1S(C)(=O)=O	57	-1.2	20	2	-1.9
11	Cc1nc(-c2ccc(NC(=O)c3ccccc3)cc2)cs1	41	-1.4	20	-1	-5.4
12	COc1ccc(-n2c(COc3ccccc3)n[nH]c2=S)cc1	-51	-2.0	-23	0	-0.3
13	COc1cc2c(cc1NC(=S)NC(=O)/C=C/c1ccco1)oc1ccccc12	-3	-0.7	52*	0	-1.9
14	O=c1[nH]c(CSc2nnc3ccccn23)nc2ccccc12	3	-3.0	15	-3	-2.4
15	N#C/C(=C\c1cn(Cc2ccccc2C#N)c2ccccc12)C(=O)NCc1cccs1	30	0.9	1	x	-1.7

no.	p-CIP stab down	MEKK3 PB1 HTS	FID counter	HCV NS3 hel inh
1	9	105	-40	15
2	2	97	15	2
3	-4	105	-17	-1
4	-4	104	-13	14
5	-11	106	-4	12
6	-10	96	-31	-21
7	-10	104	-7	-2
8	-13	100	-25	-10
9	-8	103	-19	-1
10	-4	104	-7	6
11	-18	102	-10	-13
12	3	104	-14	13
13	-3	90	0	1
14	-2	102	-3	-3
15	-6	x	4	8

# More records follow:
no.	mol	PHOSPHO1 inh	VIM-2 inh	UBC9 SUMO inh	IDE act	IMP-1 inhibitor
16	Cc1cccc(NC(=O)CCC(=O)OCc2ccc(Br)cc2)c1	-2	-0.5	-3	-8	0.5
17	CCN(CC(=O)NC)S(=O)(=O)c1ccc(C)cc1	-14	-2.8	4	4	-5.2
18	CC(C)c1nc2cc(C(=O)NC(c3cccnc3)C(F)(F)F)ccc2o1 (stereo not given)	22	-2.2	-3	3	-3.0
19	CC(=O)Nc1cccc(/C(C)=N/NC(=O)c2ccc(O)cc2)c1	-6	-4.2	14	-1	-2.0
20	Cc1cc(C)cc(NC(=O)c2snc3c(=O)[nH]cnc23)c1	17	-4.0	11	x	-5.8
21	CS(=O)(=O)N(CC(=O)NC1CCCC1)c1cccc(F)c1	5	-0.5	-3	7	-2.0
22	O=C(COC(=O)c1ccccc1O)Nc1cc([N+](=O)[O-])ccc1Cl	-15	-2.7	0	2	-3.2
23	N#Cc1cc(-c2ccc(Cl)cc2)cnc1Sc1ccc(F)cc1	24	-2.0	19	2	-2.2
24	COCCCNC(=O)Cc1c(C)c2cc3c(cc2oc1=O)OC(C)(C)CC3	20	-3.3	34	-2	-2.7
25	Cc1cc(S(=O)(=O)Nc2ccc(N(C)C)cc2)c(C)s1	67*	-0.6	8	3	-2.6
26	Cn1cnnc1SCc1ccc(C(=O)O)cc1	9	-2.9	21	4	-4.2
27	O=C(O)C/C=C(\NC(=O)OCc1ccccc1)C(=O)OCc1ccccc1	-33	1.6	-1	3	0.5
28	CCOC(=O)N1CCC(=NNc2nc(C)cc(=O)[nH]2)CC1	-4	-2.6	4	5	0.9
29	Cc1ccc(OCCCC(=O)Nc2nccs2)cc1	4	-4.1	-17	-1	-1.1
30	Cn1c(N)c(Sc2ccccc2[N+](=O)[O-])c(=O)n(C)c1=O	43	-4.1	8	4	-2.6

no.	p-CIP stab down	MEKK3 PB1 HTS	FID counter	HCV NS3 hel inh
16	2	106	2	-9
17	-11	96	-1	-6
18	-6	103	-25	-2
19	-4	107	0	12
20	-1	99	2	2
21	-19	86	-3	0
22	-7	101	1	2
23	-7	101	0	3
24	-9	103	-24	-17
25	1	110	0	8
26	-16	106	0	5
27	1	61	-42	20
28	-3	98	-5	-3
29	11	101	-7	1
30	-8	106	-3	1

# One compound at a time, from the list above:
# Results for O=C(COc1ccc(-c2ccccc2)cc1)N/N=C/c1ccccc1Br = PHOSPHO1 inh: 24; VIM-2 inh: -6.3; UBC9 SUMO inh: -19; IDE act: -7; IMP-1 inhibitor: -1.5; p-CIP stab down: -11; MEKK3 PB1 HTS: 106; FID counter: -4; HCV NS3 hel inh: 12
# Results for O=C(Nc1nnc(C2CC2)s1)c1cccnc1Oc1ccc(Cl)cc1 = PHOSPHO1 inh: 12; VIM-2 inh: -2.7; UBC9 SUMO inh: 0; IDE act: 6; IMP-1 inhibitor: -2.5; p-CIP stab down: -4; MEKK3 PB1 HTS: 105; FID counter: -17; HCV NS3 hel inh: -1

# Some entries already given with just MEKK3 PB1 HTS, IDE act and UBC9 SUMO inh.
entry	SMILES	MEKK3 PB1 HTS	IDE act	UBC9 SUMO inh
20	Cc1cc(C)cc(NC(=O)c2snc3c(=O)[nH]cnc23)c1	99	x	11
21	CS(=O)(=O)N(CC(=O)NC1CCCC1)c1cccc(F)c1	86	7	-3

# (list continues)
no.	mol	PHOSPHO1 inh	VIM-2 inh	UBC9 SUMO inh	IDE act	IMP-1 inhibitor
31	O=c1c2c(nc3cc(-c4ccccc4)[nH]n13)CCC2	-5	-1.6	6	1	-2.8
32	CCOC(=O)C1(Cc2ccccc2)CCCN(C2CCCC2)C1 (stereo not given)	12	-2.9	-3	6	-3.2
33	CC1CCC(C(=O)c2c(O)c3ccccc3oc2=O)CC1 (stereo not given)	0	-3.5	20	4	-3.0
34	COC(=O)c1ccccc1NC(=O)CSc1nnc(-c2cccnc2)n1C	14	0.1	1	-2	-3.3
35	CCOc1ccc(N(Cc2cc3cc(OC)ccc3[nH]c2=O)S(C)(=O)=O)cc1	-14	-1.9	-16	-4	-4.0
36	CCOc1ccc(NC(=O)N2CCC(NC(=O)C(Cc3cccc(F)c3)NC(C)=O)CC2)cc1 (stereo not given)	24	-1.6	7	3	-2.0
37	CNC(=O)CSc1nc(SC)ns1	26	-6.0	-1	1	-5.2
38	O=C(Nc1nnc(SCC(=O)N2CCOCC2)s1)c1ccccc1	-18	-2.6	18	-2	-2.7
39	CCN(CC)C(=O)c1ccc(Oc2ccc([N+](=O)[O-])cc2Cl)cc1	-11	-3.2	-3	7	-3.2
40	Clc1ccc(-n2ncc3c(NCc4ccc5c(c4)OCO5)ncnc32)cc1	16	-1.4	15	7	-4.8
41	COc1cc(NC(=O)C2CC(c3ccccc3O)=NO2)c(OC)cc1Cl (stereo not given)	24	0.4	-7	-3	-5.7
42	COc1ccc(N2CCN(C(=O)CN(c3ccccc3)S(=O)(=O)c3ccc(OC)cc3)CC2)cc1	-7	-2.5	-9	-1	-3.6
43	CCOC(=O)c1c(C)n(C)c2ccc(OC)c(NC(=O)CN3CCN(C(=O)c4ccco4)CC3)c12	10	-0.6	-10	-1	-2.0
44	O=C1C(=O)N(CCCN2CCOCC2)C(c2ccc([N+](=O)[O-])cc2)/C1=C(/O)c1ccc2c(c1)OCO2 (stereo not given)	31	-0.8	16	-1	-0.2
45	CCOC(=O)CN1Cc2cccc(C(=O)O)c2C1=O	2	0.9	3	7	-4.6

no.	p-CIP stab down	MEKK3 PB1 HTS	FID counter	HCV NS3 hel inh
31	-3	108	-2	-2
32	-3	102	1	-1
33	-22	100	-1	8
34	-6	98	-14	-7
35	-1	98	-13	-1
36	-9	101	-28	-10
37	0	113	-3	1
38	-2	99	-3	-8
39	5	100	-14	8
40	-1	104	0	-1
41	2	102	-7	7
42	7	104	-8	40*
43	-10	99	-38	4
44	-6	100	-15	-4
45	-17	104	-4	5

# Pulled by compound from the list above:
no.	mol	PHOSPHO1 inh	VIM-2 inh	UBC9 SUMO inh	IDE act	IMP-1 inhibitor
6	Cc1ccc(C)c(S(=O)(=O)NCc2ccc(C(=O)N3CCC(Cc4ccccc4)CC3)cc2)c1	24	-2.5	6	11	-1.9
2	COC(=O)c1cc(S(=O)(=O)NCC2CCN(Cc3cccc(Cl)c3)CC2)c[nH]1	2	-0.3	1	6	-3.5

no.	p-CIP stab down	MEKK3 PB1 HTS	FID counter	HCV NS3 hel inh
6	-10	96	-31	-21
2	2	97	15	2

# More structures
no.	mol	PHOSPHO1 inh	VIM-2 inh	UBC9 SUMO inh	IDE act	IMP-1 inhibitor
46	O=c1[nH]c2cc3ccccc3cc2nc1C(F)(F)F	-13	1.7	27	-23	-0.1
47	Cc1ccccc1S(=O)(=O)Cc1ccc(C(=O)NC2CCCC2)o1	19	-5.0	15	1	-4.3
48	CCc1ccc(CN2CCCC(CCC(=O)N3CCN(c4ccccn4)CC3)C2)o1 (stereo not given)	27	-1.9	11	2	-1.1
49	CCN(CC)CCCNC(=S)Nc1ccc(Br)cc1	-6	-3.6	23	4	-0.9
50	Cc1ccc2oc(=O)c3cc(C(=O)NCCCN4CCCCCC4)sc3c2c1	28	9.6*	-3	1	1.3
51	Cc1cc(NC(=O)CSc2nnc(NC(=O)C3CC(=O)N(c4ccccc4C)C3)s2)no1 (stereo not given)	6	-0.9	15	-4	-3.0
52	CCCn1c(C(CO)Nc2nc(-c3cccc(Br)c3)cs2)nc2ccccc21 (stereo not given)	-36	-0.3	-1	-2	-2.1
53	Cc1ccc(S(=O)(=O)N2CCN(CC(=O)N/N=C/c3cc([N+](=O)[O-])ccc3Cl)CC2)cc1	1	-3.7	-5	-2	-5.0
54	Cc1ccc(S(=O)(=O)NC(CC(=O)N2CCOCC2)c2ccco2)cc1 (stereo not given)	26	-3.0	-5	7	-2.0

no.	p-CIP stab down	MEKK3 PB1 HTS	FID counter	HCV NS3 hel inh
46	-7	102	1	3
47	-1	104	-20	-1
48	-7	99	-2	-4
49	-14	105	-2	-7
50	1	102	20	-32
51	-7	105	-27	2
52	-3	103	-19	-50
53	10	104	-20	-12
54	-24	94	-5	4
